GPT2 inhibitor – inhibitors of human GPT2 alanine aminotransferase; 0.25% of 100,000 active; Recombinant GPT2, coupled pyruvate oxidase/HRP Amplex Red fluorescence; Potency, µM (highest dose often 57.7 µM), without a hit: top-dose activity change, negative = inhibition, actives largely listed as inhibitors; Q8TD30; AID 1671188; also: potency is read from the fitted curve at half-maximal effect; nearly all actives have a fitted effect of over 60% in size; many of its hits are not listed in these tables
Target sequence (Q8TD30 whole entry, looked up): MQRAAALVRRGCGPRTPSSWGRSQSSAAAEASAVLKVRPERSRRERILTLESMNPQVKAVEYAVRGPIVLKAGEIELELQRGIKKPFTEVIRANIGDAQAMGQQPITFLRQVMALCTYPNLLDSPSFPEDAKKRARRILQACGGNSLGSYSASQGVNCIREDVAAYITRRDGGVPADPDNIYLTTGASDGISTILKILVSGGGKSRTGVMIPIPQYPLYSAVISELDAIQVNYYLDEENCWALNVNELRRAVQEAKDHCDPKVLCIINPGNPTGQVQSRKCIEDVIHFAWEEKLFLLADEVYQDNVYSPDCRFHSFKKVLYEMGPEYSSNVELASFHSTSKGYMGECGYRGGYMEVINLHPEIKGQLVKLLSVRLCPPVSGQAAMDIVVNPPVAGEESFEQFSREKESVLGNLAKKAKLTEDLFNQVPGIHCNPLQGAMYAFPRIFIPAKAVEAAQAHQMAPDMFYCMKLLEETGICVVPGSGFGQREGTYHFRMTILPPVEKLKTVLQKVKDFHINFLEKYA
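Fluorescence of coupled pyruvate oxidase/HRP/Amplex Red system (50uM Amplex, 30 min, dark) reports pyruvate formed by GPT2. Enzyme reaction: 10ng/uL GPT2, 2mM L-alanine, 250uM a-KG, 30 min room temperature, pH 7.5; 50uM AOA control.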
HEK cytotox – cytotoxic compounds in HEK 293 cells; HEK 293 viability, ATP luminescence (CellTiter-Glo), 48-72 h; Potency, µM (highest dose often 115 µM), for the others: at the highest dose activity change, negative = cytotoxicity, hits mostly inhibitors; 6.6% of 94,000 active; AID 1345083; also: potency is read from the fitted curve at half-maximal effect; nearly all actives have a fitted effect of over 60% in size
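HEK 293 cells at 250 cells/well were exposed to compounds by pintool transfer for 48 or 72 hr at 37 degree Celsius, 5% CO2. Viability was read as ATP-coupled luminescence with CellTiter-Glo after 10 min at room temperature.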
Luciferase inh – Photinus pyralis luciferase inhibition. Potency, µM (doses to about 115 µM), inactives show at the top dose activity change, negative = inhibition, actives largely listed as inhibitors. purified P. pyralis luciferase, luminescence, biochemical. P08659. AID 1347043. 2.5% of 76,000 active; also: potency is read from the fitted curve at half-maximal effect; nearly all actives have a fitted effect of over 65% in size
Target sequence (P08659 whole entry, looked up): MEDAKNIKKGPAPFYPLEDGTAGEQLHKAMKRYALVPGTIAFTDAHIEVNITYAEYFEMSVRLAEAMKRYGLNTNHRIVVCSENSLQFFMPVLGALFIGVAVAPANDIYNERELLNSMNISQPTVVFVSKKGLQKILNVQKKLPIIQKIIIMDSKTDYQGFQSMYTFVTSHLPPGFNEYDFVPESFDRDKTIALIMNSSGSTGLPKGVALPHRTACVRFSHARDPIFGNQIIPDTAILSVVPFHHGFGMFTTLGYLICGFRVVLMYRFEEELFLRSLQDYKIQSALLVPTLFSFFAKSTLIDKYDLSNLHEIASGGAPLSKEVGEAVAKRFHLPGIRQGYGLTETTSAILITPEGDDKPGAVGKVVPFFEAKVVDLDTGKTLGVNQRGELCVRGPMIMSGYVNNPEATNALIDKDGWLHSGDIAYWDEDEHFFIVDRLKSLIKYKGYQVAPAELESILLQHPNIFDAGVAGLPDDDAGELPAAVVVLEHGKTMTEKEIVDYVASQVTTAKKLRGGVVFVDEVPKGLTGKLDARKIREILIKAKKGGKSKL
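Biochemical qHTS: compound (6-point titration) added to 10uM D-luciferin plus 10uM ATP in Tris acetate pH 7.5 buffer with Mg, Tween-20 and BSA, then purified enzyme at 10nM; light output imaged.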
3T3 cytotox – cytotoxic compounds in NIH 3T3 cells; NIH 3T3 viability, CellTiter-Glo ATP luminescence, 48-72 h; Potency, µM (highest dose often 96.7 µM), without a hit: at the highest dose activity change, negative = cytotoxicity, hits mostly inhibitors; 4.3% of 94,000 active; AID 1345082; also: potency is read from the fitted curve at half-maximal effect; nearly all actives have a fitted effect of over 55% in size
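Mouse fibroblast NIH 3T3 cells, 400 per well, received compound via pintool and were incubated for 48 or 72 hr prior to CellTiter-Glo ATP luminescence measurement.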
SNCA expr inh – inhibitors of alpha-synuclein (SNCA) gene expression | HEK-293 SNCA-luciferase knock-in, luminescence, 24 h | Potency, µM (titrated, usually from 57.2 µM), for inactives: top-dose activity change, negative = inhibition, most hits filed as inhibitors | 0.17% of 140,000 active | AID 1671194;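 also: potency is read from the fitted curve at half-maximal effect; plate controls were DMSO cells for no effect and cell-free wells for full effect; nearly all actives have a fitted effect of over 45% in size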
HEK293 viab – cell viability loss counter-screen | 0.12% of 150,000 active | HEK-293-SNCA-luc viability, GF-AFC fluorescence, 24 h | AID 1671193 | Potency, µM (titrated, usually from 57.1 µM), without a hit: at the highest dose activity change, negative = cytotoxicity, usual class: cytotoxic;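 also: potency is read from the fitted curve at half-maximal effect; 0% = DMSO-treated cells and -100% = medium-only wells without cells; nearly all actives have a fitted effect of over 30% in size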
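Cytotoxicity counterscreen: after 24 h compound treatment of genome-edited SNCA-luciferase HEK-293 cells, live-cell protease substrate GF-AFC read by fluorescence after 30 min; activity scaled between DMSO (0%) and medium-only (-100%), curves Hill-fitted.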
IP6K1 inhibitor – inhibitors of human IP6K1; Q92551; IP6K1 kinase, ADP-Glo luminescence, 2 h; hits give low values; 0.81% of 140,000 active; activity change, % (series mostly up to about 58 µM); AID 1645851; in the data active = activity change below about -25%
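ADP-Glo luminescence measures ADP made by human IP6K1 during a 2 h RT reaction with ATP/IP6 (mix at 1.3 mM/130 uM); top library doses 57.5 and 19.1 uM final.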
* = called active by the depositor; i = inactive; ? = inconclusive; nt = not tested or not shown; & = joins results of further samples; [ ] = remark or other dose. Unless noted, calls follow the shape of the dose curve; as a rule, active = well fitted curve in the direction sought with a large enough effect; inconclusive = small, poorly fitted or top-dose-only effect, or another doubt; inactive = no such curve, though single readings can be large; an effect the other way counts as inactive or inconclusive. Unless noted, % is scaled to controls: 0 for no effect and ±100 for the full control effect. Not all compounds are listed (hit frequency here may not be typical).

Results follow in this order: GPT2 inhibitor, HEK cytotox, Luciferase inh, 3T3 cytotox, SNCA expr inh, HEK293 viab, IP6K1 inhibitor
> CN(C)S(=O)(=O)c1ccc(C(=O)NCCSc2c(-c3ccc(Cl)cc3)[nH]c3ccccc23)cc1
 : nt, nt, nt, nt, ?, 0%, -6
> COc1ccc(C)cc1NC(=O)NCCn1nnc2cc(S(=O)(=O)N(C)C)ccc21
 : nt, nt, nt, nt, 7%, -2%, -8
> C=C[C@@]1(C)CC(=O)[C@]2(O)[C@@]3(C)[C@@H](O)CCC(C)(C)[C@@H]3[C@H](O)[C@H](OC(C)=O)[C@@]2(C)O1
 : -5%, nt, nt, nt, 108%[activator][25.6 µM], 32%[23.9 µM], 3
> CCN(CC)CC(=O)Nc1c(C)cccc1C(=O)OC
 : i, nt, nt, nt, -31%[25.6 µM], 5%[23.9 µM], -5
> Cc1ccc(C)c(OCC(=O)c2ccc3c(c2)N(C(C)C(=O)N2CCCC2)C(=O)CO3)c1 (configuration not stated)
 : 3%, ?, 2%, ?, 5%, -29%, -2
> CCCOCCNC(=O)c1c(C)noc1-c1ccc(OC(F)(F)F)cc1
 : -21%, ?, 3%, -23%, -20%, -2%, -5
> N[C@H](C(=O)O)c1ccc(O)cc1
 : 3%[27.3 µM], nt, nt, nt, -42%[17 µM], 2%[12.5 µM], 6
> O=C(c1ccccc1Cl)N1CCC(C(=O)N2CCC(N3CCCC3=O)CC2)CC1
 : ?, 3%, nt, -10%, 3%, 1%, 20
> Cc1cc(S(=O)(=O)C(CNC(=O)c2ccc(F)c(F)c2)c2cccs2)ccc1F (configuration not stated)
 : nt, nt, nt, nt, 32%, -7%, 3
> COc1cccc(N2C(=O)NC(=NC3CCCCC3)C23CCCN([S+](=O)([O-])c2cccs2)C3)c1 (configuration not stated)
 : i, -3%, nt, 0%, -1%, -3%, -18
> O=[S+]([O-])(c1cccc(C(F)(F)F)c1)N1CCn2c(nnc2C2CCCNC2)C1 (configuration not stated)
 : i, -4%, -4%, i, -5%, 7%, 4
> Cc1ccccc1CNCCSc1nnnn1-c1ccccc1
 : nt, nt, nt, nt, -19%, 9%, -2
> O=S(=O)(c1ccccc1)c1nnn2c1nc(NC1CCCCCC1)c1sccc12
 : nt, nt, nt, nt, -22%, -12%, 3
> CNC(=O)c1cc(C)nc2onc(C3CCCN3C(=O)c3ccccc3OC)c12 (configuration not stated)
 : nt, 0%, nt, -15%, nt, nt, -5
> CCN(Cc1cnn(CC)c1)C(=O)C1COc2ccccc2C1 (configuration not stated)
 : 0%, -25%, 0%, ?, -27%, 12%, -5
> Cc1ccc(-c2cccc(CN3C4CCC3CN(C(C)C)C4)c2)c(C)c1
 : -3%, ?, nt, ?, ?, ?, 8
> CC(C)(CC(=O)O)CC(=O)N1CCN2C(=O)c3cc(-c4ccc(Cl)cc4)ccc3NC(=O)[C@@H]2C1
 : -1%, -5%, -2%, 2%, 2%, -1%, 19
> CCC(=O)N1CCC(Cc2nc(C3CCOCC3)no2)CC1
 : i, -7%, -7%, -21%, 14%, 6%, 9
> Cc1ccncc1C(=O)N1CCC(N2C(=O)C3(CCCC3)C2c2scnc2C)CC1 (configuration not stated)
 : -3%, -7%, nt, i, 6%, 4%, -11
> CCCn1cc(CN2CCC(CO)(Cc3ccccc3Cl)CC2)c(C)n1
 : 0%, -22%, -2%, -17%, 10%, 7%, 8
> COc1ccc(C(=O)Oc2ccc(C(c3c(C)[nH][nH]c3=O)c3c(C)[nH][nH]c3=O)cc2OC)cc1
 : nt, nt, nt, nt, -6%, -17%, 0
> O=C1Nc2ccccc2CC12CCN(Cc1cccc3ccccc13)CC2
 : -14%, ?, -6%, -32%, -5%, 0%, 9
> O=C(CC1CCCCN(Cc2ccccc2)C1=O)NC1CC1 (configuration not stated)
 : 0%, 2%, -5%, -2%, -13%, 6%, 4
> Cc1ccc(F)cc1S(=O)(=O)N(C)CC1CCOCC1
 : i, 5%, -8%, 1%, -13%, 3%, 16
> CCCn1c(C)cnc1CC1CCN(C(=O)NCc2ccc(C)cc2)CC1
 : i, -12%, nt, -19%, -19%, ?, -3
> COc1ccc(C)cc1NC(=O)c1ccc(=O)n(Cc2ccccc2)c1
 : nt, nt, nt, nt, -13%, 6%, -10
> CCc1ccc2oc(-c3ccc(NC(=O)c4ccc(OC)c(Br)c4)cc3)nc2c1
 : nt, nt, nt, nt, 91%[activator], 9%, 24
> c1ccc2c(c1)COC1(CCN(CC3CC3)C1)CN2CC1CC1 (configuration not stated)
 : i, -32%, nt, ?, 4%, -1%, -8
> COc1ccc(C2=NN(CC(=O)NCCc3ccccc3)C(=O)CC2)cc1
 : nt, nt, nt, nt, 26%, 2%, 0
> c1ccc(CCc2nc3nccc(-c4cccnc4)n3n2)cc1
 : i, -12%, 4%, -16%, 13%, 0%, -8
> Cc1cnc2c(Cl)c(C(=O)N[C@@H]3COCC[C@@H]3OCC3CC3)nn2c1
 : i, -12%, 0%, -19%, 11%, -3%, -5
> COc1ccc(-n2nc3c(N4CCC(C(=O)NCCc5ccccc5)CC4)nnc(C)c3c2C)cc1
 : nt, nt, nt, nt, 30%[activator], -2%, 4
> Cc1ccc(NC(=O)c2cn(-c3ccccc3)nc2-c2ccccc2)cc1
 : nt, nt, nt, nt, 16%, 6%, -23
> CSc1cccc(NC(=O)N2C[C@H](c3nc(-c4ccccc4)no3)[C@@H](C)C2)c1
 : i, ?, -32%, ?, 16%, -26%, 4
> Cc1ccc2c(C)c(C(=O)N3CC(OCc4ccccc4F)C3)oc2c1
 : ?, ?, -7%, ?, 3%, 5%, 14
> O=C(NCc1cccc(F)c1)C1CCCN(Cc2cccc(-c3ccc(F)cc3F)c2)C1 (configuration not stated)
 : -1%, 45µM*, nt, 35µM*, ?, ?, -9
> CN(C)C[C@@H]1CN(C)C[C@H]1NC(=O)Cc1cccc(F)c1
 : -7%, i, 8%, 4%, -13%, 0%, -8
> CC(=O)c1ccc(NC2=NS(=O)(=O)c3ccccc32)cc1
 : nt, nt, nt, nt, 103%[activator], 6%, -16
> O=C(NCc1ccccc1)c1ccccc1OC1CN(Cc2ccncc2)C1
 : i, 40µM*, 0%, ?, -12%, -10%, 12
> CCc1ccccc1S(=O)(=O)N1CCC(n2cnnc2C2CC2)CC1
 : -12%, -1%, 3%, ?, 2%, 5%, -5
> CCOc1ccc(-n2c(=O)c3c4c(sc3n(Cc3cccc(Cl)c3)c2=O)CCCC4)cc1
 : nt, nt, nt, nt, 14%, 12%, 8
> CCc1ccccc1NC(=O)C(=O)NCCc1sc(-c2cccc(C)c2)nc1C
 : nt, nt, nt, nt, 28%, -4%, -2
> Cc1nnc2ccc(N3CCC(NC(=O)c4ccccc4Cl)C3)nn12 (configuration not stated)
 : nt, -4%, nt, -19%, nt, nt, -2
> O=C(O)COc1ccc(-c2nccc3c2C(=O)N(Cc2c[nH]c4ccccc24)CC(COc2ccccc2)O3)cc1 (configuration not stated)
 : -9%, 4%, ?, ?, 8%, 8%, 3
> Fc1ccc(NC(=S)N[C@H]2CO[C@H]3[C@@H]2OC[C@@H]3n2nnnc2Oc2ccc(-n3cncn3)cc2)cc1
 : -17%, ?, -5%, ?, -4%, 5%, 5
> COc1ccc(-c2ccc(C(=O)NCc3ccc(C(F)(F)F)cc3)cc2)nn1
 : nt, -1%&-21%, nt, -17%&-14%, nt, nt, 1&31
> O=C1CC2CCN(CC3CCCCC3)CC2CCN1 (configuration not stated)
 : i, i, nt, i, -6%[87.6 µM], 5%[87.6 µM], -1
> CN1C(=O)C2(SCC(=O)N2c2ccc(F)cc2)c2ccccc21 (configuration not stated)
 : nt, nt, nt, nt, 25%, 10%, -3
> N#Cc1ccc(N2C[C@@H]3OCC(=O)N(Cc4ccccn4)[C@@H]3C2)nc1
 : 4%[88.5 µM], i, 2%[172 µM], -2%[174 µM], -2%[87.6 µM], 4%[87.6 µM], -2
> CCCc1noc(-c2ccn3c(CNC(=O)c4ccccc4F)nnc3c2)n1
 : i, -7%, -6%, -28%, -30%, -9%, 7
> O=C(Nc1ccccc1)Nc1ccc([C@H]2OCC(=O)N(Cc3ccncc3)[C@@H]2CO)cc1
 : ?, -20%[172 µM], -19%[172 µM], ?, ?, -1%[87.6 µM], -8
> O=C(c1cccnc1)N1CCCC(c2noc(COc3ccccc3F)n2)C1 (configuration not stated)
 : -3%, -6%, -8%, -5%, 71%[activator], -8%, 11
> Cc1ccc(C(=O)NCc2nnc3ccc(-c4ccc(C)c(C)c4)nn23)s1
 : i, 5%, -6%, -25%, 12%, -1%, 18
> Cc1oc2ccn(Cc3ccc(F)cc3)c(=O)c2c1C(=O)O
 : -2%, 6%, -15%, 2%, -22%, 8%, 2
> COCC(=O)NCCC1CCN(C(=O)Nc2ccc(C)cc2)CC1
 : 0%, -1%, 0%, i, 85%[activator], 4%, 7
> Cc1ccc(C2(C(=O)N3CCCC4(CC3)CN(C)C(=O)O4)CC2)cc1 (configuration not stated)
 : -3%, 3%, 1%, -22%, -8%, 3%, 7
> O=C(c1ccccc1Cl)N1CCCN(c2ccc3nnc(-c4ccccc4)n3n2)CC1
 : nt, -27%, nt, -17%, nt, nt, 7
> CCn1ccc(C(=O)N2CCCC(c3noc(COc4ccccc4F)n3)C2)n1 (configuration not stated)
 : i, ?, -4%, ?, 66%[activator], -27%, 2
> CCOC(=O)C1(Cc2ccccc2)CCCN(C(=O)C#Cc2ccccc2)C1 (configuration not stated)
 : i, ?, -13%, -26%, 6%, -3%, 13
> COc1ccccc1CN1CC[C@@](C)(O)[C@H](N2CCCC2)C1
 : -8%, ?, -6%, ?, 0%, 12%, 26

(continued)
Results follow in this order: GPT2 inhibitor, HEK cytotox, Luciferase inh, 3T3 cytotox, SNCA expr inh, HEK293 viab, IP6K1 inhibitor
> COc1ccc(Nc2ccnc(N3CCC(NC(=O)c4ccccc4Cl)CC3)n2)cc1
 : i, 40µM*, nt, ?, 26%, -21%, 9
> CC(C)c1ccc(NC(=O)CN2C(=O)CCc3cc(S(=O)(=O)N4CCOCC4)ccc32)cc1
 : nt, nt, nt, nt, 26%, -8%, -12
> O=C(Nc1ccc2nc(SCC(=O)N3CCCc4ccccc43)sc2c1)c1ccccc1
 : nt, nt, nt, nt, 2%, -15%, 15
> CCC(CC)NC(=O)CC1CCCN(c2cnn(CC)c(=O)c2)C1 (configuration not stated)
 : i, -7%, -6%, -29%, 4%, -5%, 1
> CCN1C(=O)C2(CCN(C(=O)COC)CC2)c2ccccc21
 : i, 3%, -1%, -9%, 16%, 1%, -19
> COc1cc(NC(=O)CCc2c(C)nc3c(c(C)nn3-c3ccccc3)c2C)cc(OC)c1OC
 : nt, nt, nt, nt, 16%, -5%, -9
> COC(=O)[C@H](Cc1ccc(OC)cc1)NC(=O)[C@@H]1CN(C(=O)c2cccc(F)c2)CCN1C(C)=O
 : 1%, i, 7%, -4%, 4%, 8%, -14

Bioassay records (PubChem)
